Bioassay records (PubChem)
Hsp70 displacement = Hsp70 inhibitors, probe displacement, primary screen, biochemical, fluorescence polarization (AID 583) | 0.06% of 140,000 active | Hsp70 fluorescence polarization probe displacement, mP; higher % means a stronger effect | displacement, % at 20 µM, or IC50 in µM where a hit was titrated; in the data active = displacement above about 50%;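 note: plate controls were vehicle for no effect and reference ligand for full effect; a part of the inactive calls stands beside numbers as strong as those of hits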
Rat MKP-3 inhibitors = inhibition of rat DUSP6 enzyme activity – biochemical, in vitro, primary screen (AID 425). recombinant MKP-3 phosphatase activity, fluorescence; higher % means a stronger effect. inhibition, % at 20 µM; hits with a dose series show IC50 in µM. 0.17% of 110,000 active; in the data active = inhibition above about 50%;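 note: plate controls were vehicle for no effect and reference inhibitor for full effect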
* marks the source's active call; other numbers are inactive results; nt = no result given; & = joins results of further samples.

The line under a structure holds: Hsp70 displacement, Rat MKP-3 inhibitors
> Nc1nnc(CC(=O)N/N=C/c2cc3c(cc2Br)OCO3)s1
 : -5.8%, -1%
> Cc1nc2sc3c(c2c2nncn12)CCCC3
 : 4.0%, -2%
> CC(NC(=O)C12CC3CC(CC(C3)C1)C2)c1ccccc1 (centres undefined)
 : 0.6%, 0%
> CC(c1ccccc1)C1CC(=O)N(C2CCCCC2)C1=O (centres undefined)
 : 4.0%, nt
> CCCSc1nc2c(c(=O)[nH]c(=O)n2C)n1C
 : 2.3%, -10%
> Cc1[nH]nc2c1C(Cc1ccccc1)C(C#N)=C(N)O2 (centres undefined)
 : 4.6%, -3%
> CCOc1ccc(CN2CCC(=O)NC2=O)cc1
 : -4.3%, -2%
> CC(=O)NC1=NC(=O)/C(=C/c2cc(C)n(-c3ccc(NC(C)=O)cc3)c2C)S1
 : -46%, 1%
> COc1ccc(OC)c(NC(=O)Cn2cccc2)c1
 : 0.4%, 8%
> CCc1nnc(NC(=O)C(C)C)s1
 : -1.5%, nt
> O=C(Nc1cccc(F)c1)c1ccc(Cl)cc1Cl
 : -2.2%, -2%
> COC(=O)c1ccccc1NC(=O)Nc1ccc(Cl)cc1Cl
 : 3.2%, -2%
> CCCCn1c(SCC(=O)NCc2cccs2)nc2c1c(=O)n(C)c(=O)n2C
 : -4.6%, -1%
> C=CCN1C(=O)C(C)(C)Nc2ccccc21
 : -7.2%&2.3%, -6%&1%
> COc1cc(C(=S)N2CCCCC2)ccc1OCC(=O)N1CCCC1
 : 1.3%, -5%
> COc1ccc(-c2noc(CSc3nc4ccccc4c(=O)n3-c3ccccc3)n2)cc1
 : -3.6%, -14%
> O=C1CC2(CON=C2c2ccc(F)cc2)C(=O)N1c1ccc(F)cc1 (centres undefined)
 : -3.7%, 5%
> COc1ccc(-n2nc3cc(C)c(N)c(Br)c3n2)cc1
 : 1.1%, -5%
> O=C1OC(Nc2ncccn2)(c2ccccc2)c2ccccc21 (centres undefined)
 : 1.3%, 2%
> Cc1nc(SCC(=O)OCN2C(=O)c3ccccc3C2=O)n[nH]1
 : -3.5%, 2%
> COc1cccc(-c2nc(CS(=O)(=O)CC(=O)N3CCc4ccccc4C3)c(C)o2)c1
 : 1.8%, 0%
> Cc1ccccc1CN(c1ccc(C(=O)Nc2ccccc2C(=O)NCc2ccco2)cc1)S(C)(=O)=O
 : 5.3%, nt
> CCOC(=O)C1CCCN(c2nc(C)nc3c2oc2ccccc23)C1 (centres undefined)
 : 1.2%, -4%
> COc1ccc(C2=Nn3c(nnc3-c3ccccn3)SC2)cc1OC
 : -5.8%, 0%
> COc1cc(CN2CCC(C(=O)NC3CCCC3)CC2)cc(OC)c1O
 : 7.4%, 0%
> NC(=O)CC1(CC(=O)O)CCCCC1
 : -5.7%, 5%
> Cc1ccccc1-n1c(C)nc2ccccc21
 : 5.3%, -4%
> N=C1C(c2nc3ccccc3[nH]2)=C(O)CN1c1ccccc1
 : -5.7%, -14%
> Cc1cccc(C)c1-n1c(C)n[nH]c1=O
 : -6.2%, 2%
> CC(=O)c1cccc(NC(=O)C2COc3ccccc3O2)c1 (centres undefined)
 : 5.4%, 1%
> Nc1nc(/N=C/c2ccc(F)cc2)n[nH]1
 : 4.3%, 0%
> CC(=O)c1cccc(N(C(=O)Cn2nnc3ccccc32)C(C(=O)NC2CCCCC2)c2cn(C)nc2C)c1 (centres undefined)
 : -1.0%, nt
> C/C(=C(\C#N)C(=O)NCc1ccccc1)N(C)C
 : 0.2%&-3.4%, 4%
> N#CC1(c2ccccc2)CCCN1C(=O)c1ccco1 (centres undefined)
 : -7.9%, -10%
> CCCCOc1ccc(C(C)=O)cc1CSc1nc(O)cc(=O)[nH]1
 : 0.6%, 1%
> CC12CC3CC(C)(C1)CC(CNC(=O)Nc1ccccc1)(C3)C2
 : 0.0%, 4%
> Cc1ccc(C=Nc2ccc3c(c2)Cc2cc([N+](=O)[O-])ccc2-3)cc1
 : -7.7%, 1%
> COC(=O)CC1SC(=O)NC1=Nc1ccc(O)cc1 (centres undefined)
 : -1.3%, nt
> Cn1c(N)c(C(=O)COC(=O)c2ccc3c(c2)OCCO3)c(=O)n(C)c1=O
 : -5.3%, -11%
> Cc1ccc(Cn2c(/N=C/c3ccccc3O)nc3ccccc32)cc1
 : -2.1%, 0%
> O=[N+]([O-])c1cc(Br)ccc1C1CC1
 : 1.1%, 1%
> O=C1OC(N2CCN(c3ccccn3)CC2)c2ccccc21 (centres undefined)
 : -12%, -5%
> CCOc1ccccc1N(C(=O)c1snc(C(N)=O)c1N)C(C(=O)NCCC(C)C)c1ccco1 (centres undefined)
 : 0.8%, 1%
> CC(C(=O)NCC1(c2ccccc2)CCCC1)N1CCCC1 (centres undefined)
 : 2.9%, -5%
> Cn1c(=O)c2c(nc(CN3CCN(Cc4ccccc4)CC3)n2Cc2cccc(Cl)c2)n(C)c1=O
 : 1.8%, -1%
> COc1cc(CCC(=O)Nc2cc(Cl)ccc2N2CCN(C)CC2)cc(OC)c1OC
 : 2.8%, -9%
> O=C1NN(c2ccccc2)C(=O)/C1=C/c1ccc([N+](=O)[O-])o1
 : 29%, 57%*
> COc1ccc(-c2nnnn2C)cc1S(=O)(=O)Nc1ccc(I)cc1
 : 2.0%, 3%
> CCn1c(=O)cc(N2CCC3(CC2)OCCO3)[nH]c1=O
 : 2.3%, -6%
> COc1ccc(C2C3=C(CC(C)(C)CC3=O)Oc3ncn(CCCn4ccnc4)c(=N)c32)cc1 (centres undefined)
 : 5.5%, -6%
> CC(C)CC(C1=C(O)CCCC1=O)C1=C(O)CCCC1=O
 : 6.8%, 2%
> COc1ccc(C2C3=C(CCCC3=O)Nc3nc(SCc4ccccc4)nn32)cc1OC (centres undefined)
 : -4.4%, 4%
> Cc1ccc(-c2nnn(CC(=O)Nc3ccc4nn(-c5ccccc5)nc4c3)n2)o1
 : -8.0%, -1%
> Cc1cccc(NC(=O)C(C)Oc2ccccc2C)n1 (centres undefined)
 : -0.1%, -8%
> Cc1ccc(S(=O)(=O)N(CC(=O)N2CCN(c3ccccc3)CC2)c2ccccc2C)cc1
 : 0.8%, 5%
> CCOc1ccccc1NC(=O)COc1ccc(-c2ccc(C)cc2)cc1
 : 3.2%, -1%
> Cc1c(Cl)cccc1NC(=O)CCN1CCCCCC1
 : 0.4%, -3%
> O=S(=O)(c1cccs1)n1cccn1
 : -2.4%, -10%
> O=C1S/C(=C/c2ccc(-c3ccc(Cl)cc3Cl)o2)C(=O)N1c1ccccc1
 : -2.0%, 0%
> CC(NC(=O)Cc1cccs1)C(c1cccs1)N1CCN(c2ccccc2)CC1 (centres undefined)
 : -8.0%, nt

Among those listed so far, these contain bromine.
The line under a structure holds: Hsp70 displacement, Rat MKP-3 inhibitors
> Nc1nnc(CC(=O)N/N=C/c2cc3c(cc2Br)OCO3)s1
 : -5.8%, -1%
> COc1ccc(-n2nc3cc(C)c(N)c(Br)c3n2)cc1
 : 1.1%, -5%
> O=[N+]([O-])c1cc(Br)ccc1C1CC1
 : 1.1%, 1%

Next part.
The line under a structure holds: Hsp70 displacement, Rat MKP-3 inhibitors
> O=C(NC1CC1)c1cc(=O)c2ccccc2o1
 : 9.7%, nt
> O=C(NCc1ccccn1)c1cc(-c2ccccc2Cl)nc2ccccc12
 : 2.4%, 2%
> Cc1cc(Cl)ccc1OCC(=O)Nc1cccc2nsnc12
 : 4.3%, 1%
> COC(=O)c1cc(C)sc1NC(=O)C1CC=CCC1C(=O)O (centres undefined)
 : 3.2%, nt
> COc1ccc(N2C(=O)NC(=O)/C(=C/c3ccccc3O)C2=O)cc1
 : 0.0%, 3%
> O=C1CC(c2ccccc2)CN1Cc1ccccc1 (centres undefined)
 : 0.6%, -2%
> CCCC(=O)Nc1ccc(NC(=O)c2ccc(Cl)cc2Cl)cc1
 : -4.8%, 4%
> COc1ccc(CCNC(=O)c2cc3nc(-c4cccs4)cc(C(F)(F)F)n3n2)cc1OC
 : -1.0%, 2%
> Cc1cccc(-n2c(N)cc(=O)nc2SCC(=O)Nc2nnc(C)s2)c1
 : 0.7%, nt
> O=C(NCc1cccc(Cl)c1)c1cnccn1
 : 30%, -10%
> O=C(N1CCOCC1)N1CCN(S(=O)(=O)c2ccccc2)C1
 : -2.3%, -10%
> COc1ccccc1-n1c(C)nnc1SCC(=O)Nc1cccc(C(C)=O)c1
 : 5.2%, 0%
> O=C(COc1ccc(Cl)cc1)Nc1cccc(-c2nc3ccccc3s2)c1
 : -2.3%, 1%
> CCC(=O)Nc1sc2c(c1C(=O)Nc1cccc3ccccc13)CCC(C)C2 (centres undefined)
 : -3.0%, 1%
> CCOC(=O)N1CCN(c2nc(-c3ccc(OC)cc3)no2)CC1
 : 3.6%, 5%
> Cc1cccc(N2C(=O)c3ccc(C(=O)O)cc3C2=O)c1
 : -2.0%, -3%
> COC(=O)c1cccc(N(C(=O)c2cnccn2)C(C(=O)NCc2ccccc2)c2ccco2)c1 (centres undefined)
 : 0.9%, -3%
> Nc1ccc(O)c(-c2nc3ccccc3s2)c1
 : 5.3%, -17%
> COc1ccc(C)cc1NC(=O)CSc1nnc(-c2ccc(C)cc2)o1
 : 0.5%, -16%
> Cn1c(NC(=O)c2ccc(Cl)cc2Cl)cc(=O)n(C)c1=O
 : 4.7%, -11%
> CCN(CC)c1ccc(N2C(=O)c3ccccc3C2=O)cc1
 : -2.1%, 0%
> CC(C(=O)Nc1ccc(NC(=O)c2ccco2)cc1)(c1ccccc1)c1ccccc1
 : -3.1%, 1%
> CCn1c2ccccc2c2nnc(SCc3cc(=O)n4ccsc4n3)nc21
 : 1.7%, -5%
> COc1ccccc1CC(=O)Nc1cc(C)ccn1
 : 2.1%, 2%
> O=C(Cn1c(=O)sc2ccccc21)NCCOc1ccccc1F
 : 3.4%, -6%
> O=C(Nc1cccc(Br)c1)c1ccc(Cl)c([N+](=O)[O-])c1
 : -3.6%, 6%
> COc1cccc(CN2CCN(Cc3cccc([N+](=O)[O-])c3)CC2)c1
 : 2.5%, 4%
> CCNc1c2c(nc3ccccc13)CC(C)(C)CC2=O
 : 3.0%, nt
> Cc1ccc(N2CC(C(=O)N3CCN(C(=O)c4ccco4)CC3)CC2=O)cc1 (centres undefined)
 : 0.4%, -5%
> COC(=O)C(NC(=O)c1ccccc1)(Nc1cc(C)cc(C)n1)C(F)(F)F (centres undefined)
 : 1.5%, nt
> O=C1c2ccccc2C(=O)N1c1ccc(Cl)cc1
 : 12%, nt
> COc1ccc(C)cc1Nc1cc(C)nc2ncnn12
 : -3.6%, -2%
> O=C(Nc1cccc(Cl)c1)c1cnn2cccnc12
 : 2.2%, -11%
> CN1CCN(c2ccc([N+](=O)[O-])c(NCc3ccc(Cl)cc3)c2)CC1
 : -2.6%, 1%
> CC1CCCC(C)N1CCNC(=O)CCn1nc(-c2ccccc2)ccc1=O (centres undefined)
 : 5.1%, -7%
> Oc1ccccc1/C=N/N=C/c1ccccc1O
 : -0.6%, -1%
> C=CCN1C(=O)/C(=C/c2ccc(C)cc2)C(=O)NC1=S
 : 2.4%, -2%
> Cc1ccc(CNS(=O)(=O)NCc2ccccc2)cc1
 : -1.1%, nt
> O=C(OCCOc1ccccc1Cl)c1ccc(-n2cnnn2)cc1
 : 3.0%, 4%
> O=C(c1ccc(C#Cc2ccccc2)o1)N1CCN(c2ccccn2)CC1
 : 1.5%, -6%
> NC(=S)n1[nH]c(-c2ccccc2)c(N=Nc2ccc(C(=O)O)cc2)c1=O
 : 3.7%, 0%
> Cc1ccc2nc3n(c(=O)c2c1)CCC3
 : 3.2%, 1%
> COc1ccc(C(=O)CSc2nnc(CNc3nc(-c4ccccc4)cs3)n2C)cc1
 : 0.5%, -1%
> Cc1ccc(-n2cnc3cc(NCc4cccs4)ccc32)cc1
 : 8.4%, nt
> COC(=O)Nc1ccc(S(=O)(=O)N2CCN(c3ccc(F)cc3)CC2)cc1
 : 1.7%, -4%
> COc1ccccc1CC(=O)Nc1cc(Cl)ccc1OC
 : 3.5%, 2%
> O=C(O)c1cc(S(=O)(=O)Nc2ccc3c(c2)OCCO3)c(Cl)cc1Cl
 : -3.1%, -8%
> COc1ccc(NC(=O)CN(CCc2ccccc2)S(=O)(=O)c2ccc(OC)cc2)cc1
 : 2.9%, 4%
> O=C(NN=C1CCCC1)c1cccnc1
 : 1.0%, 0%
> CCOC(=O)c1nn(-c2ccccc2)c(C(=O)OCC)c1N
 : 1.0%, -5%
> CC(=O)c1c(C)[nH]c(C(=O)OCc2ccccc2)c1C
 : -0.7%, 4%
> CCn1c(CNc2ccc(OC)cc2)nnc1SCC(=O)Nc1ccc(F)cc1
 : 7.4%, nt
> COc1ccc(OCCSc2nnnn2-c2ccccc2)cc1
 : 5.3%, 0%
> Cc1cccc(N2C(=O)CC(N3CCN(Cc4ccc5c(c4)OCO5)CC3)C2=O)c1 (centres undefined)
 : 5.3%, -1%
> O=c1[nH]c2ccc(S(=O)(=O)N3CCN(Cc4ccccc4)CC3)cc2[nH]c1=O
 : 0.7%, 5%
> O=C(c1ccc(Cl)cc1)C(Sc1nnnn1-c1ccccc1)c1ccc([N+](=O)[O-])cc1 (centres undefined)
 : 0.9%, 5%
> Cc1ccc(S(=O)(=O)CCC(=O)OCC(=O)Nc2ncc(Cl)cc2Cl)cc1
 : 9.1%, -19%

Some of the entries above, reformatted.
Hsp70 displacement,Rat MKP-3 inhibitors,compound
1.0%,-5%,CCOC(=O)c1nn(-c2ccccc2)c(C(=O)OCC)c1N
-0.7%,4%,CC(=O)c1c(C)[nH]c(C(=O)OCc2ccccc2)c1C
7.4%,nt,CCn1c(CNc2ccc(OC)cc2)nnc1SCC(=O)Nc1ccc(F)cc1

An excerpt, so the mix of outcomes need not match the whole.
